M1 ag: human M1 muscarinic receptor agonists, primary screen, Fluo-8 calcium fluorescence, CHO-K1 cells, HTS; Muscarinic acetylcholine receptor M1 (Homo sapiens), P11229; CHO-K1 hM1, agonist mode; 0% DMSO, 100% acetylcholine EC100; activation, % at 3 µM; actives 0.33% (n = 360,000); AID 588814, 2011;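 active means activation above the run's mean compound activation plus 3 SD, cut at about 16% in these data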;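 further: peak over basal fluorescence ratio within a 140 s kinetic read after compound addition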
TAAR1 ag: human TAAR1 agonists, primary screen, Fluo-8 calcium fluorescence, CHO RD-HGA16 cells; Trace amine-associated receptor 1 (Homo sapiens), Q96RJ0; vehicle wells 0%, saturating PEA agonist 100%; activation, % at 3 µM; actives 0.99% (n = 360,000);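 active means activation above the mean activation of all test compounds in the run plus 3 SD, cut at about 38% in these data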
Target sequence (Q96RJ0 whole entry, looked up): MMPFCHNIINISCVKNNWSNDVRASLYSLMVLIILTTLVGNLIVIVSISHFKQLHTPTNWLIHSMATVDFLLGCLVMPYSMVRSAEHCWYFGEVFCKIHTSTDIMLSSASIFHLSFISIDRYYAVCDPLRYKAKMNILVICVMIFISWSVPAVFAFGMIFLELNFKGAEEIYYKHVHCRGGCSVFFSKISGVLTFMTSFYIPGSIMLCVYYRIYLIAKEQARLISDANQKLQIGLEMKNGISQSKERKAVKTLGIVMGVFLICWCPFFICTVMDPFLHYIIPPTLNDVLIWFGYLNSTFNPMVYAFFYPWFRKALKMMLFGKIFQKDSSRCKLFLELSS
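Test system: RD-HGA16 (CHO) cells co-expressing Gα16 and hTAAR1 | Doses: Single dose, 3 µM | Schedule: 17-24 h seeding, 75 min 37 °C dye, 30 min RT | Evaluation: % activation from peak over basal fluorescence ratio, DMSO-to-PEA scaled | Technique: Kinetic Fluo-8 calcium fluorescence | Benchmarks: Low control DMSO, high control PEA (EC100)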
CHO-K1 Ca antag: nonselective inhibitor or artifact in parental CHO-K1 cells | inhibition, % at 3 µM | ATP-induced calcium, Fluo-8 fluorescence | actives 0.6% (n = 360,000) | AID 602250;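 active means inhibition above a per-plate cutoff, the plate's mean sample inhibition plus 3 SD, cut at about 24% in these data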;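 further: 0% = DMSO plus EC80 ATP and 100% = DMSO alone without ATP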
OXTR potentiator: human OXTR potentiators, primary screen, fluorescence, CHO-OTR cells, Fluo-8 calcium; Oxytocin receptor (Homo sapiens), P30559; actives 0.061% (n = 320,000); Fluo-8 calcium fluorescence, potentiator mode; 0% = oxytocin EC15, 100% = EC100; activation, % at 3 µM;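 active means activation above that plate's cutoff, the mean activation of tested compounds plus 3 SD, cut at about 6.6% in these data, passing the limit was not always enough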;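 further: 100% uses oxytocin at 75 nM as the full agonist control; some results filed as inactive read as strong as hits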
Target sequence (P30559 whole entry, looked up): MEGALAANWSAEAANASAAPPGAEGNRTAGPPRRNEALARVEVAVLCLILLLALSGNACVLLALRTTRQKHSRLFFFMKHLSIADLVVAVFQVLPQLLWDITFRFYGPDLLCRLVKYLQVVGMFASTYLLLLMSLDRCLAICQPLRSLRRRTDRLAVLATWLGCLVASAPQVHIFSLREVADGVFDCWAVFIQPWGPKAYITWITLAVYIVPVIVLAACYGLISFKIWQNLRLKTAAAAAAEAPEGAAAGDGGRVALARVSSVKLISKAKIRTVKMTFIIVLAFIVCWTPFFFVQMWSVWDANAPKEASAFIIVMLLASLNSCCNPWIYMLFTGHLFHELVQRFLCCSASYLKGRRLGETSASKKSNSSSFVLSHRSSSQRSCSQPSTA
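System: human OTR in CHO cells; Also added: sub-maximal oxytocin, roughly EC15; Timing: compound 6 min at room temperature before oxytocin, 100 s read; Technique: Fluo-8 intracellular calcium fluorescence, ex 470-495, em 515-575 nm; Controls: oxytocin EC15 low and EC100 high; Replication: singlicate.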
CHO-K1 Ca ag: counter-screen for M1 agonists: effect in parental CHO-K1 cells. Fluo-8 calcium fluorescence; scaled to maximal ATP response, vehicle zero. activation, % at 3 µM. actives 0.48% (n = 360,000). AID 602248, 2012; in the data active means activation above about 15%;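 further: untransfected CHO-K1 host cells lacking M1 receptor as counterscreen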
M1 PAM parental: nonselective calcium activators in parental CHO-K1 cells, primary screen, counter-screen for M1 PAM project, cell-based, Fluo-8 calcium fluorescence, full deck, 1536-well; actives 0.02% (n = 360,000); activation, % at 3 µM; ATP EC20; 0% at ATP EC20, 100% at ATP max; AID 602247, 2012;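 active means activation above the run cutoff, the mean activation of all test compounds plus 3 SD, cut at about 40% in these data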;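 further: peak over basal fluorescence ratio in a 140 s read after ATP addition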
CHO parental Ca: ATP-evoked calcium signal inhibitors, parental CHO, primary screen, counter-screen for OX1R antagonist project, cell-based, fluorescence, Fluo-8 calcium dye; parental CHO-K1, ATP-induced calcium, Fluo-8 fluorescence; inhibition, % at 5.6 µM; actives 0.63% (n = 330,000); AID 463079, 2010;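 active means inhibition above that plate's mean sample inhibition plus 3 SD, cut at about 26% in these data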;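 further: 0% = ATP-challenged DMSO wells and 100% = DMSO wells without ATP; some compounds past the cut are filed as inactive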
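Assay system – parental CHO cells · Reagent – ATP stimulus · Detection – intracellular calcium via Fluo-8 no-wash fluorescent dye · Evaluation – percent inhibition of ATP-evoked calcium rise, normalized to controls · Controls – ATP wells versus no-ATP DMSO wells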
TAAR1 antagonist: human TAAR1 antagonists, primary screen, Fluo-8 calcium fluorescence, CHO RD-HGA16 cells; inhibition, % at 3 µM; Trace amine-associated receptor 1 (Homo sapiens), Q96RJ0; actives 1.5% (n = 360,000); antagonist;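 active means inhibition above a per-plate cutoff, the mean inhibition of test compounds on that plate plus 3 SD, cut at about 49% in these data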;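 further: 0% = DMSO plus EC80 beta-PEA response and 100% = DMSO alone without agonist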
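Assay system: CHO-derived RD-HGA16 cells stably expressing human TAAR1 plus Gα16. Timing: 140 s kinetic read after compound, 140 s after agonist. Technique: kinetic Fluo-8 calcium fluorescence measurement. Measure: % inhibition of agonist calcium response.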
V1aR counter: agonists of human V1a receptor, primary screen, counter-screen for OXTR agonist project, fluorescence, CHO-V1R cells; activation, % at 3 µM; Fluo-8 calcium fluorescence, agonist mode; 0% DMSO, 100% 3 nM vasopressin; actives 0.25% (n = 320,000);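 active means activation above the mean activation of all tested compounds plus 3 SD, per screening run, cut at about 20% in these data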;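 further: signal is peak over basal fluorescence ratio across a 100 second FLIPR read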
Numbers without * were called inactive; · = not tested or not shown.

Fields – M1 ag | TAAR1 ag | CHO-K1 Ca antag | OXTR potentiator | CHO-K1 Ca ag | M1 PAM parental | CHO parental Ca | TAAR1 antagonist | V1aR counter
1. COc1ccc(Cc2nnc(SCC(=O)N3CCN(c4ccccc4)CC3)o2)cc1
 : -5 | 3 | -10 | -2 | 3.8 | 15 | -12 | -3 | 6.7
2. COc1ccc(OC(C)C(=O)N2CCN(c3ccccn3)CC2)cc1 (centres undefined)
 : -2 | 9 | -11 | -14 | -0.3 | 11 | -9 | 0 | -0.7
3. CC(C)C[C@H]1CN=C(Nc2ccccc2)N1CCCCc1ccccc1
 : -7 | 42* | -11 | -5 | 4.0 | 9 | -15 | -4 | 5.1
4. Cc1nc(-c2ccc(S(=O)(=O)N3CCN(C4c5ccccc5-c5ccccc54)CC3)s2)cs1
 : -2 | 0 | -3 | -3 | 0.1 | 11 | -22 | -7 | 0.1
5. C/C(=N\NC(=S)NC(C)C)c1ccccc1
 : -4 | -2 | 1 | -6 | 4.4 | 6 | -5 | -6 | -0.7
6. Cc1cc(-c2ccc(Br)cc2)n[nH]1
 : -2 | 11 | -8 | -8 | -0.5 | -1 | -7 | -10 | -0.1
7. Cc1ccc(S(=O)(=O)NCc2ccccc2)s1
 : -4 | 4 | -19 | -6 | -0.4 | 13 | -5 | -12 | 0.1
8. CN(C)CC#CCC(O)(c1ccccc1)C1CCCCC1 (centres undefined)
 : -9 | 3 | -2 | -4 | 0.5 | 12 | -6 | -4 | 1.2
9. CCCCC[C@@H]1CCCCC[C@@H](O)C[C@@H](O)[C@H](O)/C=C/C(=O)O1
 : · | 1 | -7 | · | 0.6 | -4 | · | -12 | ·
10. Nc1c(C(=O)NCc2ccco2)nnn1Cc1ccccc1
 : -1 | 7 | -25 | 1 | 8.5 | 12 | -2 | -10 | -0.7
11. CCc1cccc(C)c1NC(=O)COC(=O)CC1CCCC1
 : -2 | 0 | -9 | 1 | 0.5 | 20 | -22 | -21 | -0.9
12. CC1CCN(c2nc3ccc(C(=O)NCCCN4CCCCC4C)cc3s2)CC1 (centres undefined)
 : -12 | 0 | -10 | -11 | 0.2 | 21 | -15 | -10 | 0.4
13. CC[C@@H]1C/C=C\Cc2ccccc2[C@H](C(=O)C[C@H](O)CC(C)=O)OC1=O
 : -4 | 0 | -24 | 0 | 0.1 | 18 | -20 | -7 | 0.0
14. CSc1ccc(S(=O)(=O)NCCCn2ccnc2)cc1
 : -2 | 2 | -5 | -9 | 1.1 | 17 | -14 | -8 | 0.8
15. C=CCNC(=O)c1onc(CSc2ccc(F)c(F)c2)c1C(=O)NCC=C
 : -9 | 0 | -3 | -5 | -0.3 | -16 | -19 | 1 | 0.6
16. CCC(CC)N1CCN(CC2CC=CCC2)CC1 (centres undefined)
 : -10 | 1 | -4 | 4 | 0.2 | 10 | -3 | -9 | 0.9
17. CC(=O)Cn1c(N2CCC(Cc3ccccc3)CC2)nc2c1c(=O)[nH]c(=O)n2C
 : -1 | 6 | -17 | -8 | -0.5 | 23 | -3 | 1 | -0.7
18. O=C(O)C1CCC(CNS(=O)(=O)c2ccc(Cl)cc2)CC1 (centres undefined)
 : -2 | 4 | -17 | -8 | 2.3 | 7 | -5 | -8 | -1.1
19. Cn1c(=O)c2c(nc(SCC(=O)NCc3ccc4c(c3)OCO4)n2Cc2ccccc2)n(C)c1=O
 : -3 | 2 | -7 | -21 | 0.3 | 10 | -15 | -29 | 0.0
20. CCOC(=O)c1sc(NC(=O)CSc2nc3c(c(=O)n2-c2ccc(C)cc2)SCC3)c(C(=O)OCC)c1C
 : -2 | 1 | -1 | -3 | 0.7 | 18 | -6 | -9 | 0.0
21. O=C(C1=C(O)C(=O)N(CCN2CCOCC2)C1c1cccc(F)c1)c1cc2ccccc2o1 (centres undefined)
 : -1 | 1 | 1 | -5 | 0.5 | 10 | -19 | -4 | 1.3
22. Cc1ccc(N2C(=O)N(CC(=O)Nc3c(C)cc(C)cc3Cl)C(=O)C2C)cc1 (centres undefined)
 : -1 | -2 | 0 | 1 | 1.7 | 2 | -10 | -40 | 1.6
23. Cc1cc(C(=O)CSc2nnc(-c3cccnc3)n2-c2ccccc2)c(C)n1CC1CCCO1 (centres undefined)
 : -5 | 6 | -11 | -7 | 1.1 | 22 | -13 | 6 | 0.2
24. CC(C)C(NC(=O)c1ccc(C(C)(C)C)cc1)C(=O)N1CCCC1 (centres undefined)
 : -6 | -2 | -6 | -7 | 0.7 | 13 | -8 | -1 | -0.6
25. CN(C)c1ccc(NC(=O)CN2CCC(O)(c3ccccc3)CC2)cc1
 : -5 | 5 | -12 | -4 | 0.3 | -3 | -13 | -20 | 0.9
26. CC(C)C[C@@H](CC#N)N1CCN(CCc2ccccc2)CCC1=O
 : -13 | 11 | -13 | -9 | 0.9 | 22 | -9 | 11 | 0.0
27. Cn1c(SCC(=O)N2CCCc3ccccc32)nc2ccccc2c1=O
 : 1 | 8 | 19 | -16 | 7.9 | 8 | -3 | 59* | 9.8
28. COc1ccccc1CNC(=O)C(=O)NCCC1CCCCN1S(=O)(=O)c1cccs1 (centres undefined)
 : -2 | 0 | 0 | -13 | -0.7 | -9 | -13 | -13 | -0.3
29. CCN(C(=O)COC(=O)CCS(=O)(=O)c1ccccc1)c1c(N)n(Cc2ccccc2)c(=O)[nH]c1=O
 : -3 | 9 | -27 | · | 0.6 | 20 | · | -8 | ·
30. Cn1c(SCc2ccc(C#N)cc2)nnc1-c1ccccc1
 : -5 | 1 | 2 | 1 | -0.2 | -1 | -1 | -1 | -0.8

Complete entries, quoted from the list. Order of screens: M1 ag, TAAR1 ag, CHO-K1 Ca antag, OXTR potentiator, CHO-K1 Ca ag, M1 PAM parental, CHO parental Ca, TAAR1 antagonist, V1aR counter
O=C(C1=C(O)C(=O)N(CCN2CCOCC2)C1c1cccc(F)c1)c1cc2ccccc2o1 (centres undefined) is listed with -1, 1, 1, -5, 0.5, 10, -19, -4, 1.3
Cc1cc(-c2ccc(Br)cc2)n[nH]1 is listed with -2, 11, -8, -8, -0.5, -1, -7, -10, -0.1
C/C(=N\NC(=S)NC(C)C)c1ccccc1 is listed with -4, -2, 1, -6, 4.4, 6, -5, -6, -0.7
Cc1ccc(N2C(=O)N(CC(=O)Nc3c(C)cc(C)cc3Cl)C(=O)C2C)cc1 (centres undefined) is listed with -1, -2, 0, 1, 1.7, 2, -10, -40, 1.6

Following part:
Fields – M1 ag | TAAR1 ag | CHO-K1 Ca antag | OXTR potentiator | CHO-K1 Ca ag | M1 PAM parental | CHO parental Ca | TAAR1 antagonist | V1aR counter
31. O=C(N/N=C/c1c[nH]c2ccccc12)c1ccn(Cc2ccc(Cl)cc2)n1
 : -2 | 1 | -6 | -8 | 0.5 | 1 | -20 | 26 | -0.6
32. CC(NC(=O)c1ccc(Cl)c(S(=O)(=O)N2CCCCCC2)c1)c1cccnc1 (centres undefined)
 : -7 | -1 | -10 | -10 | 3.2 | 4 | -24 | 4 | 2.4
33. Cc1ccc(C)c(NC(=O)CCC(=O)NNC(=O)COc2cc(C)ccc2C)c1
 : -2 | 0 | -8 | -7 | 1.5 | 14 | -14 | -10 | 0.7
34. Cn1c(N)c(C(=O)COC(=O)c2ccccc2NCc2ccco2)c(=O)n(C)c1=O
 : -2 | 5 | -10 | -14 | 1.5 | 8 | -8 | 16 | 0.9
35. C=CCSc1nnc(NC(=O)c2cn(CC)c3nc(C)ccc3c2=O)s1
 : -4 | -1 | -10 | -16 | 0.2 | 1 | -16 | -6 | -0.2
36. CC(=O)N(OCc1ccc(OC(C)C)c(Cl)c1)C(C)=O
 : -4 | -2 | -14 | 0 | -0.1 | 12 | -3 | -13 | -1.4
37. CCCCOC(=O)c1ccc(NC(=S)NC(=O)c2c(Br)c(C)nn2C)cc1
 : -3 | 0 | -10 | 1 | 0.2 | 19 | -8 | 1 | 3.3
38. CC(C)(C)c1nc(SCC(=O)NCc2ccco2)c2ccccc2n1
 : -4 | 13 | -7 | -4 | 0.3 | 14 | -4 | 0 | -2.0
39. O=C(NCc1ccc(F)cc1)Nc1nnc([C@@H]2C[C@H](O)[C@@H](CO)O2)s1
 : -4 | 2 | -11 | · | 0.7 | 21 | · | -7 | ·
40. COc1cccc(C2(c3cccc(OC)c3)CC2C(=O)Nc2cccc3ccccc23)c1 (centres undefined)
 : -5 | -3 | -5 | 0 | 0.5 | 12 | -8 | -1 | 0.0
41. CC(C)(c1ccccc1)c1ccc(OCC2CO2)cc1 (centres undefined)
 : -2 | 15 | -5 | -8 | -0.1 | 9 | -2 | 32 | -1.2
42. CC(=O)NC12CC3CC(C1)CC(C(=O)N1CCN(S(=O)(=O)c4cccc([N+](=O)[O-])c4)CC1)(C3)C2
 : -7 | 3 | -2 | · | 0.9 | 5 | · | 7 | ·
43. CSc1ccccc1NC(=O)CN1CCCCC1C (centres undefined)
 : -14 | 1 | -10 | -18 | -0.1 | 11 | -4 | 14 | -2.0
44. O=C(O)C1C(c2ccccc2)C(C(=O)Oc2ccccc2)C1c1ccccc1 (centres undefined)
 : -4 | 0 | 11 | -5 | -0.2 | -5 | -6 | -5 | 0.1
45. CC1Nc2ccccc2C(=O)N1NS(C)(=O)=O (centres undefined)
 : -7 | 0 | 4 | 0 | -0.4 | 10 | 0 | 3 | 0.9
46. COc1ccc(C(=O)NCCOc2cccc(Oc3ccccc3)c2)cc1OC
 : -3 | 5 | 0 | -9 | 0.6 | -14 | -10 | 25 | 1.4
47. O=C(Nc1ccc(C(=O)c2ccc(C(=O)O)c(C(=O)O)c2)cc1)c1ccccc1
 : -1 | 16 | 1 | -11 | 0.1 | 0 | -1 | -15 | 0.2
48. CC(=O)Nc1nc2n(n1)C(c1ccc(Cl)cc1)C=C(C)N2 (centres undefined)
 : -1 | 8 | -3 | -6 | -0.5 | 6 | -9 | 0 | -1.2
49. Cc1nn(Cc2ccc(C(=O)Nc3ccccc3F)cc2)c(C)c1Cl
 : -7 | 2 | 7 | -16 | -0.4 | -13 | -15 | -9 | 0.8
50. CN(C)S(=O)(=O)c1ccc(C(=O)OCC(=O)Nc2cccnc2Cl)cc1
 : -3 | 3 | -15 | -22 | 1.1 | 5 | -8 | -6 | 1.3
51. COC(=O)CC(NC(=O)c1ccco1)c1ccc(C(C)C)cc1 (centres undefined)
 : -2 | 2 | -7 | -6 | 1.4 | 12 | -5 | 5 | 1.1

High-throughput results (PubChem)
